E-selectin induc: E-selectin induction on HUVECs | P16581 | HUVEC E-selectin immunofluorescence imaging; normalized: neutral wells 0, TNF-alpha wells 100 | activation, % at 7.58 µM | hit rate 0.37% among 260,000 | AID 686992;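 active = mean E-selectin-positive cell signal at least 10% of the positive control, reached in at least 60% of replicates, without over 20% cell loss; inconclusive = no rule given, readout overlaps actives, possibly toxicity-flagged; inactive = the rest, including those meeting only one limit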;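 note: in these data hits start at about 27%; measured in HUVEC primary endothelial cells; signal is the percent of cells scored E-selectin positive by PE staining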
Target sequence (P16581 whole entry, looked up): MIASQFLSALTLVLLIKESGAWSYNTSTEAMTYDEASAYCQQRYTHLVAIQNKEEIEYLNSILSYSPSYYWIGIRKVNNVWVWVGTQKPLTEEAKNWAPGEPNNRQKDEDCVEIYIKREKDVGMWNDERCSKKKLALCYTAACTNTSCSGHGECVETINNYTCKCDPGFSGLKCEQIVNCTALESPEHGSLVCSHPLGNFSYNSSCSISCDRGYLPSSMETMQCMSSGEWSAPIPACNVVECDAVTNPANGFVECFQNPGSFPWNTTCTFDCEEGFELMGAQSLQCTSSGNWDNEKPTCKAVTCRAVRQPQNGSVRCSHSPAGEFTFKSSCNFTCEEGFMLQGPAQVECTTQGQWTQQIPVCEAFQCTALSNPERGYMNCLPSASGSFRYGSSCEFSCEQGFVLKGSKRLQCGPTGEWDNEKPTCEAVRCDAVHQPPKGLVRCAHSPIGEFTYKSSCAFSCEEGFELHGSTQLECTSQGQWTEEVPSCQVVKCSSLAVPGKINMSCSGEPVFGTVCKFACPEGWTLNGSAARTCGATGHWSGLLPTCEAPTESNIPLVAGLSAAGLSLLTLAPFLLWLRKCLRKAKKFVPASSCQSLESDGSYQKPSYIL
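Assay system: HUVEC primary endothelial cells. Input: 3,000 HUVEC seeded per well. Doses: one compound dose added by pin transfer. Read-out basis: % PE-positive cells. Benchmarks: TNF-alpha high, DMSO low. Detection: immunofluorescence imaging. Buffer or medium: EGM-2, gelatin.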
CFTR F508del cor: correctors of CFTR F508del function in bronchial epithelial cells; hit rate 0.36% among 350,000; CFBE cells, YFP halide quenching; stimulated with forskolin plus potentiator P3; % fluorescence drop versus neutral controls; activity (quench increase), % at 7.58 µM;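 active = mean added fluorescence quench of at least 8% versus neutral control, with both replicates also reaching 8%; inconclusive = only one of the mean or replicate conditions met; inactive = mean below 8% and not both replicates reaching 8%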;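 note: cells transiently co-express mutant CFTR-F508del with the halide-sensitive YFP; corrector assay measuring rescue of mutant channel to the surface after 24 h compound exposure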
DENV2 CPE rescue: DENV2-induced cell death inhibition; DENV2-infected cells, cytopathic effect rescue, plate reader; CPE inhibition, % at 9.99 µM; hit rate 1.7% among 350,000; in the data active = CPE inhibition above about 20%, passing the limit was not always enough; inconclusive = no clear call, values can overlap the other calls; tested in BHK-21 cells;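 note: 0% = median of neutral control wells and 100% = median of positive control wells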
RAD54 inh: blocks human RAD54 Holliday junction branch migration | AID 602329 | FAM/BHQ fluorescence | hit rate 0.14% among 360,000 | Q92698 | inhibition, % at 10.4 µM;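 active = mean normalized replicate activity at least 40 and at least half of replicates scoring 40 or more; inconclusive = only one of the two criteria met; inactive = mean below 40 and under half of replicates reaching 40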;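 note: 0% = median of neutral control wells and 100% = median of positive control wells; inhibitors cause a drop in the FAM fluorescence signal; in these data hits start at about 50%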
GSIS activator: primary screen for activators of insulin secretion dependent on glucose, INS-1E cells, GLuc reporter luminescence; activation, % at 16.6 µM; INS-1E GLuc reporter insulin secretion, 2-3 h; hit rate 0.61% among 370,000;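 active = lowest replicate activation of at least 40%, so every replicate reaches that level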;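 note: 0% = median of neutral control wells and 100% = median of IBMX positive control wells; some compounds called inactive have numbers as strong as hits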
CASP6 VEID inh: caspase-6 (human) enzyme inhibition. inhibition, % at 12.5 µM. P55212. hit rate 0.53% among 350,000. purified caspase-6, Z-VEID-R110 cleavage fluorescence;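 active = mean inhibition across replicates at least about 35%, with every replicate also reaching that limit, limit read from the data; inconclusive = only one of the two criteria met; inactive = neither criterion met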;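 note: 0% = median of neutral control wells and 100% = no fluorescence left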
Target sequence (P55212 24-179 limits assumed): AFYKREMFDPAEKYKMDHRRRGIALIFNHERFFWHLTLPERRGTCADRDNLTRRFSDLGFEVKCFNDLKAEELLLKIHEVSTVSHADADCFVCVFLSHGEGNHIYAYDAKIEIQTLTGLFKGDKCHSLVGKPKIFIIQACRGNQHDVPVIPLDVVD
Target sequence (P55212 194-293 limits assumed): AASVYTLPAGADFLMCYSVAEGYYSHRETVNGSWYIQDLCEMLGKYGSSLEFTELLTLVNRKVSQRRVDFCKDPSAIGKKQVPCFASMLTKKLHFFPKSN
RAD52 anneal inh: blocks human RAD52 DNA annealing; P43351; recombinant RAD52 DNA annealing, FRET fluorescence; inhibition, % at 18.7 µM; hit rate 0.46% among 360,000;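 active = every replicate showing at least 50% inhibition; inconclusive = mean inhibition at least 50% but not in every replicate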
Xi reactivation: X-chromosome reactivation activator; XiGFP mouse fibroblasts, % GFP-positive cells imaging, 3 d; cells co-treated with 5-aza-dC sensitizer; scaled so ellipticine positive control = 100%; activation, % at 7.58 µM; hit rate 0.055% among 360,000;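 active = mean normalized replicate activation at least 10% and every replicate at or above 10%; inconclusive = only one of the two criteria met; inactive = mean below 10% and not all replicates reach 10%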;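 note: 0% = median of on-plate neutral control wells and 100% = ellipticine 6 µM median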
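System: XiGFP fibroblasts, SV40-immortalized. Medium: DMEM plus 5-aza-dC sensitizer. Doses: single point. Timing: 3 d treatment, 15 min room-temperature fixation. Control set: ellipticine 6 µM.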
* hit, by the source's call; ? = inconclusive; / = not tested or not shown; & = joins results of further samples.

SMILES	E-selectin induc	CFTR F508del cor	DENV2 CPE rescue	RAD54 inh	GSIS activator	CASP6 VEID inh	RAD52 anneal inh	Xi reactivation
Cn1c(=O)c2c(nc(NCc3ccccc3)n2CC(N)=O)n(C)c1=O	0.1	1.7	?	/	34	1	0	0.2
COc1cc(/C=C2\COC/C(=C\c3ccc(O)c(OC)c3)C2=O)ccc1O	-0.7	-19	-12	5	/	0	-7	0.3
CCCCC1(C)NC(=O)N(CC(=O)N2CCc3ccccc32)C1=O (centres undefined)	/	2.8	-7	6	7	-2	-12	0.0
O=C(C1CCCN(S(=O)(=O)c2ccccc2)C1)N1CCN(c2ccc(F)cc2)CC1 (centres undefined)	-0.7	-0.6	-1	3	-28	1	2	0.0
CC(C)NC(=O)C1(C)CCN1C(=O)c1cccn1C (centres undefined)	0.8	0.4	3	3	9	0	-1	0.0
CN(C)C(=O)[C@@H]1[C@@H](CO)[C@@H]2Cn3c(ccc(C4=CCCC4)c3=O)[C@@H]2N1Cc1ccc2c(c1)OCO2	-0.3	-1.3	15	-9	24	1	-20	0.4
CCCNC(=O)C[C@@H]1CC[C@H]2[C@@H](COc3ccc(NC(=O)c4cccs4)cc3C(=O)N2C)O1	0.0	-3.5	?	3	10	6	2	0.3
C[C@@H]1CN([C@H](C)CO)C(=O)Cc2cc(NC(=O)CCCCCC(=O)Nc3ccccc3N)ccc2O[C@@H]1CN(C)S(=O)(=O)c1ccccc1	-0.3	-1.4	-7	-9	10	-1	-15	-0.1
Cc1noc(C)c1NC(=O)Nc1ccc2c(c1)CC(=O)N([C@H](C)CO)C[C@@H](C)[C@H](CN(C)C(=O)Nc1ccc(F)cc1)O2	39*	-1.2	7	3	6	0	-14	-0.1
CCCCC(=O)Nc1ccccc1CC	/	1.2	0	/	-5	-4	-7	-0.1
Cc1ccc(-c2nc(CS(=O)(=O)CC(=O)NCCN3CCOCC3)c(C)o2)cc1	/	1.8	3	0	-22	3	-1	0.1
CSCCC(NS(=O)(=O)c1ccc2c(c1)oc(=O)n2C)C(=O)NC1CCC(C)CC1 (centres undefined)	-0.1	2.2	-5	1	6	0	-10	0.0
CCC(C)NC(=O)Cc1c(C)c2cc3c(cc2oc1=O)OC(C)(C)CC3 (centres undefined)	/	-0.1	6	-6	0	-1	-1	0.0
C=C(C)CSc1cc(C)nc2c(-c3ccccc3)c(C)nn12	/	-7.3	-3	2	2	5	-35	0.3
CO[C@H]1CN(C)C(=O)c2cc(NC(=O)NC(C)C)ccc2OC[C@H](C)NC[C@H]1C	1.7	1.7	/	9	2	/	/	-0.1
CCC(=O)/C=C1/Sc2ccc(OC)cc2N1CCO	/	-0.3	3	/	16	1	-4	0.0
COc1ccc(Cl)cc1Nc1nc(C)nc2c1nnn2Cc1ccccc1	/	0.8	-3	2	0	0	-2	0.0
Cc1cc(C(=O)Nc2cccc([N+](=O)[O-])c2C)cs1	0.8	0.0	-1	4	3	1	-16	0.2
C(=N\Nc1nncn1/N=C/c1ccco1)/c1ccco1	-0.3	2.1	-4	/	19	-1	-1	0.5
O=C1C=C(c2ccc(-c3ccccc3)c(F)c2)C[C@@H](c2ccc(Cl)cc2)C1	-0.1	2.5	0	-6	5	-3	-9	0.6
CCN1C(=O)C(=O)N(CC(=O)N(C)CC(=O)Nc2ccccc2Cl)C1=O	/	-5.8	8	/	-4	1	-3	0.8
CCN1CCN(C(=S)c2ccc(O)cc2)CC1	1.9	-2.1	-5	-9	8	0	-4	0.1
CCc1ccc(NC(=O)CCS(=O)(=O)c2ccc(Br)cc2)cc1	/	0.7	-2	-4	10	23	-1	0.3
CCN1CCN(C(c2ccccc2)c2nnnn2Cc2ccc(OC)cc2)CC1 (centres undefined)	-2.0	-3.0	4	/	13	-2	1	0.2
Nc1o[nH]c(=O)c1C1CCCCC1	/	-0.9	-3	7	2	-2	-4	0.0
C[C@@H](NC(=O)C[C@@H]1C[C@@H]2c3cc(NC(=O)CC4CC4)ccc3O[C@@H]2[C@H](CO)O1)c1ccccc1	-0.7	0.3	5	1	-8	2	-5	0.1
CCCNC(=O)N1C[C@@H]2[C@H](c3ccccc31)[C@H](CO)N2C(=O)NC(C)C	0.0	-2.3	/	-8	-4	/	/	0.0
COCC(=O)N(C)C[C@H]1Oc2ncc(C#CCC3CCCC3)cc2C(=O)N([C@H](C)CO)C[C@@H]1C	-2.9	0.2	-9	-2	-10	2	-1	2.1
CC(=O)N1CCOc2ccc(S(=O)(=O)NCCc3ccc(Cl)cc3)cc21	/	0.7	1	-8	2	0	-8	0.0
COc1cccc(-c2ccc3c(c2)[C@@H]2[C@@H](CCN2C(=O)c2ccccc2F)[C@H](CO)N3C)c1	-0.1	1.2	3	7	-25	-1	26	0.2
COc1ccc(S(=O)(=O)Nc2ccc3c(c2)C(=O)N([C@H](C)CO)C[C@@H](C)[C@@H](CN(C)C(=O)c2ccccc2)OCCCC[C@H](C)O3)cc1	-0.3	3.2	-2	-5	-8	-4	-19	0.0
Cc1noc(C)c1S(=O)(=O)Nc1ccc2c(c1)C(=O)N([C@H](C)CO)C[C@H](C)[C@H](CN(C)C(=O)Nc1ccc3c(c1)OCO3)OCCCC[C@H](C)O2	-0.4	-2.4	8	-13	-13	-1	/	0.0
COc1ccccc1P(=O)(c1ccccc1)c1ccc([N+](=O)[O-])cc1 (centres undefined)	-0.3	2.6	-3	8	24	1	-2	0.2
CCOC(=O)CSc1nnc(Cc2ccccc2)n1-c1ccc(C)cc1	/	/	/	-4	10	1	-14	/
COc1ccc(NC(=O)Cn2cnc3sc(C)c(S(=O)(=O)N4CCOCC4)c3c2=O)c(OC)c1	-0.2	0.4	2	2	-13	1	-10	0.0
COCCCN1C(=O)C(CC(=O)NC(c2ccccc2)c2ccccc2)CC(C(=O)N(C)C)=C1C (centres undefined)	-0.1	2.1	?	7	-2	2	-1	0.4
COc1ccc(CCNC(=O)C(=O)NCC2CCCN2S(=O)(=O)c2cccs2)cc1OC (centres undefined)	0.1	1.2	-7	-6	10	-1	-21	0.0
Cc1noc(C)c1COc1ccc(C(=O)N2CCN(S(=O)(=O)c3ccc(F)cc3)CC2)cc1	-0.3	26*	10	-3	-34	-3	-10	-0.1
CC(=O)Nc1ccc(NC(=O)C2(C)CC2(Cl)Cl)cc1 (centres undefined)	-0.1	-0.4	3	-1	/	0	-1	0.2
O=C(O)c1cc(NC(=O)c2ccccc2F)cc(NC(=O)c2ccccc2F)c1	0.4	-1.4	-6	0	-17	6	-10	0.1

Ordered by value in RAD52 anneal inh (high to low): some entries from above
mol	CFTR F508del cor	GSIS activator	CASP6 VEID inh	RAD52 anneal inh
CCC(C)NC(=O)Cc1c(C)c2cc3c(cc2oc1=O)OC(C)(C)CC3 (centres undefined)	-0.1	0	-1	-1
COc1cc(/C=C2\COC/C(=C\c3ccc(O)c(OC)c3)C2=O)ccc1O	-19	/	0	-7
C[C@@H]1CN([C@H](C)CO)C(=O)Cc2cc(NC(=O)CCCCCC(=O)Nc3ccccc3N)ccc2O[C@@H]1CN(C)S(=O)(=O)c1ccccc1	-1.4	10	-1	-15

Reformatted with bars between the fields: part of the list above.
molecule | E-selectin induc | CFTR F508del cor | DENV2 CPE rescue | RAD54 inh | GSIS activator | CASP6 VEID inh | RAD52 anneal inh | Xi reactivation
Nc1o[nH]c(=O)c1C1CCCCC1 | / | -0.9 | -3 | 7 | 2 | -2 | -4 | 0.0
C[C@@H](NC(=O)C[C@@H]1C[C@@H]2c3cc(NC(=O)CC4CC4)ccc3O[C@@H]2[C@H](CO)O1)c1ccccc1 | -0.7 | 0.3 | 5 | 1 | -8 | 2 | -5 | 0.1

Individual results from the list.
CCN1CCN(C(c2ccccc2)c2nnnn2Cc2ccc(OC)cc2)CC1 (centres undefined) in Xi reactivation: 0.2
CCOC(=O)CSc1nnc(Cc2ccccc2)n1-c1ccc(C)cc1 in RAD54 inh: -4

(cont.)
SMILES	E-selectin induc	CFTR F508del cor	DENV2 CPE rescue	RAD54 inh	GSIS activator	CASP6 VEID inh	RAD52 anneal inh	Xi reactivation
CCCCc1nc(SCC(=O)Nc2nnc(CCCC)s2)n[nH]1	0.4	2.4	?	/	0	4	-11	-0.7
O=C(NCC1CCCN1S(=O)(=O)c1cccs1)c1cccc(F)c1 (centres undefined)	7.1	-0.1	1	/	13	23	-17	0.0
O=C(C1CCCCN1S(=O)(=O)c1ccccc1[N+](=O)[O-])N1CCCC1 (centres undefined)	/	-0.2	-4	/	-1	-1	-10	0.1
O=C(COC(=O)c1ccc(N2CCCC2=O)cc1)c1ccc(OC(F)F)cc1	/	1.3	-3	12	-12	0	-5	0.3
O=C(NCC[C@H]1CC[C@H](NC(=O)C2CCC2)[C@H](CO)O1)c1ccc(F)cc1	0.0	1.6	11	-4	10	2	-7	0.2
C[C@@H](C(=O)OCC(=O)Nc1cc(S(=O)(=O)N2CCOCC2)ccc1Cl)N1C(=O)C2CCCCC2C1=O (some centres undefined)	1.8	2.2	/	-2	-3	/	/	0.0
COc1ccc(CN2CC3(CN(C(=O)C4CCC4)C3)c3c(n(C)c4cc(OC)ccc34)[C@@H]2CO)cc1	-0.2	2.1	-5	/	-5	/	-32	0.2
C[C@@H]1CCCCO[C@H](CN(C)C(=O)Nc2cccc3ccccc23)[C@H](C)CN([C@H](C)CO)C(=O)c2cc(NS(=O)(=O)c3cn(C)cn3)ccc2O1	0.1	0.2	-19	2	-14	/	/	-1.3
CCN(CC)CCNC(=O)c1ccc(Sc2ccc(C)cc2)c(NC(C)=O)c1	/	-0.1	6	/	0	-2	-4	0.0
O=C(C[C@@H]1C[C@@H]2c3cc(NC(=O)Nc4ccc(C(F)(F)F)cc4)ccc3O[C@@H]2[C@@H](CO)O1)NCc1ccccn1	0.9	2.0	?	-10	-13	1	0	-0.1
COc1ccccc1C(=O)NCCC(=O)NNC(=O)C1COc2ccccc2O1 (centres undefined)	-1.5	2.2	6	/	8	-1	-2	-0.1
COCCCNC(=O)CC(NS(=O)(=O)c1ccc(F)cc1)c1ccc(OC)cc1 (centres undefined)	/	0.2	-2	/	15	0	-6	/
CC(NC(=O)c1ccco1)c1nc(-c2ccc(C(C)(C)C)cc2)no1 (centres undefined)	/	-1.2	-5	-18	-7	-2	-11	0.0
NC(=S)c1ccc[n+]([O-])c1	3.4	1.3	7	-6	-3	-1	19	0.1
C=CCN1CN(CCc2ccccc2)CNC1=S	0.5	-1.8	1	-5	/	-3	-14	0.0
C[C@H]1CN([C@@H](C)CO)C(=O)Cc2cc(NC(=O)Cc3ccccc3)ccc2O[C@@H]1CN(C)Cc1ccc(Cl)c(Cl)c1	-0.5	-3.6	11	-1	-40	-3	-2	0.1
O=C(NCC[C@H]1CC[C@@H](NC(=O)c2cccnc2)[C@@H](CO)O1)Nc1ccc(F)cc1	-1.2&-1.8	-0.8	5	6	-3	-2	14	0.1&-0.4
CCC(=O)N(C)C[C@H]1Oc2cc(C#CCC(C)C)ccc2S(=O)(=O)N([C@@H](C)CO)C[C@@H]1C	0.7	-1.9	-7	-12	-10	-1	13	-0.7
CCCC#Cc1ccc([C@H]2[C@H]3CN(C(=O)NC4CCCC4)CC(=O)N3[C@H]2CO)cc1	-0.3	-1.7	11	/	-14	0	-12	0.2
CN(CCc1cnn(C)c1)Cc1cn(C)nc1-c1ccc2c(c1)OCCO2	/	-0.1	/	/	-7	-5	-19	0.0

Compounds as they come; any-hit rate near 3.7%.
